TDP1 cell CPT – DT40-hTDP1 cell growth loss with CPT; chicken DT40 Tdp1-/-;hTDP1 cells + 20 nM CPT, ATP luminescence, 48 h; Potency, µM (titrated, usually from 46.2 µM), for inactives: top-dose activity change, negative = growth inhibition, hits mostly inhibitors; actives 12% (n = 420,000); AID 686979; also: nearly all actives have a fitted effect of over 55% in size
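Chicken DT40 Tdp1-/- cells stably complemented with human TDP1 were seeded at 400 cells/well in medium containing 20 nM camptothecin, exposed to pin-transferred compounds, and grown at 37 °C for at least 48 hr. Viability was read as ATP luminescence.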
N370S GC mod – inhibitors or activators of N370S glucocerebrosidase for Gaucher disease; N370S GC spleen homogenate, 4MU-glucoside fluorescence; actives 0.092% (n = 330,000); P04062; Potency, µM (top dose mostly 59.4 µM), without a hit: at the top dose activity change, negative = inhibition, hits mostly inhibitors;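 also: 0% = full enzyme activity and -100% = no enzyme basal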
FEN1 inh – blocks human flap endonuclease 1 | P39748 | Recombinant FEN1 flap cleavage, fluorescence, 15 min | Potency, µM (doses to about 114 µM), inactives show at the highest dose activity change, negative = inhibition, hits mostly inhibitors | actives 0.35% (n = 390,000) | AID 588795; also: nearly all actives have a fitted effect of over 65% in size
Target sequence (P39748 whole entry, looked up): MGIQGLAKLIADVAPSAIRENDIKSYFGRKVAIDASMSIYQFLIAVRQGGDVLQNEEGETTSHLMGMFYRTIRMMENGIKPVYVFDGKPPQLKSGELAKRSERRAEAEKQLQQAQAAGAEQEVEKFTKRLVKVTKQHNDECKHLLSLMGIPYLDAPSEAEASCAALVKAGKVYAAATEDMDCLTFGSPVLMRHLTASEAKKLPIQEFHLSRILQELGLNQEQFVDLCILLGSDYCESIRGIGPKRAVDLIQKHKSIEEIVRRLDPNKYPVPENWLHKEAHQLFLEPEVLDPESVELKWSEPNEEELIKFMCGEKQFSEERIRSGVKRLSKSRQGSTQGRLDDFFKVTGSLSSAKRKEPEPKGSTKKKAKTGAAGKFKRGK
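Enzyme 10 nM, 15 min RT preincubation with compound; start with substrate 50 nM final; reads at 0 and 15 min; qHTS titration, four-parameter Hill fit.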
Starred values were filed as active, the others as inactive; ? = inconclusive; . = no result given; & = joins results of further samples; [ ] = another dose, or the depositor's remark. Calls follow the shape of the dose curve; as a rule, active = well fitted curve in the direction sought with a large enough effect; inconclusive = small, poorly fitted or top-dose-only effect, or another doubt; inactive = no such curve, though single readings can be large; an effect the other way counts as inactive or inconclusive. Unless noted, % is scaled to controls: 0 for no effect and ±100 for the full control effect; potency is read from the fitted curve at half-maximal effect. A portion of the library, so the mix of outcomes need not match the whole.

Molecule | FEN1 inh | N370S GC mod | TDP1 cell CPT
COc1ccc(C2C(C(=O)N3CCCCC3)c3ccccc3C(=O)N2C)cc1 (configuration not stated) | -7% | ? | ?
Cc1noc(C)c1S(=O)(=O)Nc1ccc(C(=O)O)cc1 | 4% | 13% | -1%
CCc1c(C)nc(N)n2c(SCC(=O)N3CCCC(C)C3)nnc12 (configuration not stated) | 0% | -5% | -23%
CCC(CO)Oc1cc(NCc2ccccc2O)c2ncn(C(C)C)c2c1 (configuration not stated) | -16% | . | 15µM*
CCOC(=O)Cn1c(=O)c(-c2ccccc2NCc2ccccc2)nc2ccccc21 | -9% | . | -21%
CN(CC(=O)NCc1ccco1)CC(=O)Nc1ccc(F)c(F)c1F | -9% | . | ?
COC(=O)c1[nH]c(C)c(/C(O)=C2\C(=O)C(=O)N(CCN(C)C)C2c2cccs2)c1C (configuration not stated) | 4% | -7% | -10%
O=C(CSc1nnc(-c2ccco2)n1-c1ccccc1)N1CCN(C(=O)c2ccco2)CC1 | -1% | -2% | ?
O=C(CSc1ccc2ccccc2n1)NCCC1=CCCCC1 | -19% | 11% | ?
CCn1ccc(C(=O)Oc2ccc(C(C)C)cc2)n1 | 0% | 11% | -13%
COC(=O)c1ccc(NC(=O)Cn2ccn3nc(-c4ccc(OC)cc4)cc3c2=O)cc1 | 4% | . | -3%
COc1cc(/C=N/NC(=O)C(N)=O)cc(OC)c1O | -5% | -14% | 4%
CCN(CC)C(=O)c1ccc(-c2nnc(Nc3ccc(C(=O)NC)cc3)c3ccccc23)cc1 | 4% | 4% | 15µM*
COc1cccc(C(c2ccccc2)N2C3CCC2CN(S(=O)(=O)c2ccc(F)cc2)CC3)c1 (configuration not stated) | -7% | -2% | ?
CN1C(=O)c2oc3ccccc3c(=O)c2C1c1ccncc1 (configuration not stated) | 0% | -3% | ?
COC(=O)c1ccn(Cc2ccccc2Cl)n1 | -3% | 4% | 0%
CCN1C(=O)c2ccccc2Sc2ccc(C(=O)NCCN3CCOCC3)cc21 | -1% | -16% | 12%
Cc1ccc(NC(=O)COC(=O)CSC(=S)N2CCOCC2)cc1C | -1% | 16% | 9%
O=C(CCC(=O)N1CCOCC1)NCc1cccc(C(F)(F)F)c1 | -17% | . | -3%
CC(=O)c1cccc(-n2c(=O)c3c4c(sc3n(CC(=O)c3ccc(Cl)cc3)c2=O)CN(C(C)=O)CC4)c1 | 0% | . | -1%
O=C(Nc1cccs1)Nc1c(F)cc(F)cc1Br | 0% | -12% | 7.3µM*
C=C(C)CNC(=O)c1ccc(OC2CCN(S(=O)(=O)N(C)C)CC2)cc1 | -1% | 3% | 13%
COC(=O)c1[nH]c2ccc(C)cc2c1NC(=O)C1=COCCO1 | -7% | -1% | 12%
COC(=O)c1cccc(Nc2c(-c3ccc(SC)cc3)nc3nc[nH]n23)c1 | 0% | . | -15%
Cc1cc(-c2csc(NC(=O)c3ccc(=O)n(C)n3)n2)c(C)n1CC1CCCO1 (configuration not stated) | 3% | -5% | -24%
Cc1cn(Cc2ccccc2)c(=O)[nH]c1=O | -2% | -25% | -17%
O=C(NCc1ccc(F)cc1)c1ccc(CSc2nc3ccncc3n2Cc2ccc(F)cc2)cc1 | -6% | . | 23µM*
O=c1[nH]c(Cc2cccs2)nc2scc(-c3ccc(Cl)cc3)c12 | -7% | 2% | 13µM*
O=C(N/N=C/c1ccncc1)c1ccc(NC(=O)c2ccc(Cl)cc2)cc1 | -3% | -9% | -6%
O=C(c1cccc(NS(=O)(=O)c2cccc(F)c2)c1)N1CCCC1 | -5% | -11% | 3%
Cc1ccc(NC(=S)Nc2cc(C(=O)O)ccc2N2CC3CC(C2)c2cccc(=O)n2C3)cc1C (configuration not stated) | 3% | -5% | ?
CNc1ncc(C(=O)c2ccc(Br)cc2)s1 | 15% | 0% | ?
Cc1cc(NC(=O)NC(C(F)(F)F)C(F)(F)F)no1 | -3% | 17% | 18%
O=c1c2cc(N3CCOCC3)ccc2[nH]c(=S)n1Cc1ccco1 | ? | -3% | ?
O=C(CCN1C(=O)COc2ccccc21)NCCN1CCN(c2cccc(Cl)c2)CC1 | -8% | -17% | ?
Cc1nn(-c2ccccc2)c(Cl)c1/C=N\NC(=O)c1cncc(Br)c1 | -1% | -1% | 23%
N#CCCN(Cc1cccnc1)C(=O)c1ccc(S(=O)(=O)N2CCOCC2)cc1 | 2% | 5%[2.35 µM] | -3%
COc1cccc(C(=O)Nc2ccc3[nH]ncc3c2)c1OC | -3% | -11% | 1%
Nc1cc(N)cc(C(=O)Nc2ccc3c(c2)C(=O)NC3=O)c1 | 3% | -1% | -8%
O=C(NCCc1ccc(Cl)cc1)c1ccc(OCC2CCCO2)cc1 (configuration not stated) | 14% | -6% | 1%
CC(=O)c1ccc(NS(=O)(=O)c2cc(-c3cnc(C4CC4)o3)ccc2C)cc1 | -10%&-7% | -5% | 13µM*
Nc1ccc(Cl)c(-c2nc3ncccc3o2)c1 | 1% | 21% | -10%
Cc1ccc(S(=O)(=O)n2cnc(C)c2)cc1 | 16% | -1% | -15%
CN(C)C(=O)c1ccc(-c2nccc(Nc3ccc(F)cc3)n2)cc1 | . | 1% | -28%
COc1cccc(CC(=O)OCC(=O)NC2(C#N)CCCC2)c1 | -1% | . | 3%
CCc1ccc(C2c3c(oc4ccc(C)cc4c3=O)C(=O)N2c2nc(C)c(C)s2)cc1 (configuration not stated) | 13% | . | -21%
CC(C)C(=O)Nc1ccc(Oc2ccc3c(c2)C(=O)NC3=O)cc1 | -10% | 4% | -4%
CC1(C)OCC(COC(=O)Nc2cccnc2)([N+](=O)[O-])CO1 | 0% | 5% | -1%
CCCc1cc(C(=O)N2CCN(C(c3ccccc3)c3ccccc3)CC2)no1 | -21% | 13% | ?
O=C(COC(=O)CCc1ccc(S(=O)(=O)N2CCOCC2)cc1)NCc1ccccc1 | -4% | 2% | -2%
Cc1ccc(CSCCNC(=O)c2ccccc2)cc1 | -8% | -9% | -21%
CC(C)CN1CC2(CCN(C(=O)c3cccc(F)c3)CC2)C1 | . | 3% | 4%
CCOc1ccc(S(=O)(=O)N2CCN(C(=O)c3cc(-c4ccccc4)nn3-c3ccccc3)CC2)cc1 | -1% | 4% | ?
COc1ccc(C(CC(=O)Nc2cc(OC)c(OC)c(OC)c2)N2Cc3ccccc3C2=O)cc1 (configuration not stated) | -18% | . | 23µM*
CC(C)c1ccc(C(=O)NNC(=O)c2n[nH]c(=O)c3ccccc23)cc1 | -11% | . | ?
COc1ccccc1Nc1nc(NCc2ccco2)c2ccccc2n1 | -19% | ? | ?
COC(=O)c1ccsc1NC(=O)CN1CCN(c2ncccn2)CC1 | -2% | -16% | -26%
O=C(NCc1ccco1)c1csc2c1CCCCC2 | -6% | 28% | ?
CC1CC(C)CN(CCCNC(=O)C2CCN(S(=O)(=O)N3CCCCC3)CC2)C1 (configuration not stated) | 0% | . | -7%
CC(=O)c1ccc(NC(=O)CSc2nccn2C)cc1 | -3% | -6% | 10%

Further records
Molecule | FEN1 inh | N370S GC mod | TDP1 cell CPT
CC(=O)c1ccc(NC(=O)Cn2cc3c(n2)CCCC3)cc1 | -9% | . | -9%
Cc1ccc(C(=O)/C=C/c2ccc(Br)cc2)o1 | -7% | -5% | ?
Cc1ccc(CNc2nnc(C)c3nnn(Cc4ccc(F)cc4)c23)cc1 | -7% | . | ?
COc1cccc(-c2c(NC(=O)c3ccco3)oc3ccccc3c2=O)c1 | -10% | -1% | -1%
CCOc1ccc(CC(=O)NC2CC(=O)N(c3ccc4c(c3)OCCO4)C2)cc1 (configuration not stated) | -10% | . | 5%
Cc1ccc(NC(=O)c2ncn(CCCN3CCN(Cc4cccc5ccccc45)CC3)n2)cc1C | -12% | . | 21µM*
Cc1ccccc1NC(=S)NC(NC(=O)c1ccccc1C)C(Cl)(Cl)Cl (configuration not stated) | 13% | 3% | ?
CC(=O)N1c2ccc(S(=O)(=O)N3CCC(C(=O)NC(C)c4ccccc4)CC3)cc2CC1C (configuration not stated) | -5% | -9% | 1%
CCN1CCC(NC(=O)Nc2ccc(F)cc2F)CC1 | -5% | 9% | -7%
CCCCCCOc1ccc(/C=C/C(=O)Nc2sc3c(c2C(=O)OC)CCC3)cc1OC | -15% | . | 7.3µM*
COCc1cc(C)nc2sc(C(=O)Nc3ccc(C(C)=O)cc3)c(N)c12 | 0% | . | -17%
CC1CCCC(NC(=O)c2ccc(CNc3c(N4CCCC4)c(=O)c3=O)cc2)C1C (configuration not stated) | -17% | 2% | -22%
C=CCn1c(SCC(=O)N2N=C(c3ccco3)CC2c2ccco2)nnc1-c1ccncc1 (configuration not stated) | 1% | -18% | -16%
O=C1C=C(O)c2[nH]c(=O)ccc2C1=O | ? | . | -17%
O=C(Nc1ccc(S(=O)(=O)N2CCOCC2)cc1)c1ccc(Cl)cc1 | -24% | 0% | 21µM*
O=C1C2CCCN2C(c2ccccc2)N1c1cccc(Cl)c1 (configuration not stated) | -5% | 0% | 5%
Cc1cc(-c2ccc(C)c(S(=O)(=O)N(Cc3cccs3)C(C)C)c2)on1 | -10% | . | ?
O=[N+]([O-])c1ccc(CC(Cl)c2ccccn2)cc1 (configuration not stated) | 14% | . | -8%
COC(=O)c1ccc(COc2ccc3ccc(=O)oc3c2)o1 | -4% | -16% | -2%
CCOc1ccc(CN(C)C(=O)c2cccnc2OCC)cc1OC | 7% | 3% | 18%
CC(=O)c1cccc(NC(=O)C2=CC(c3ccc(F)cc3)=NS(=O)(=O)N2C)c1 | -4% | . | ?
CCOc1ccc(C(=O)NC(=S)Nc2ccc(NC(=O)CC)cc2)cc1[N+](=O)[O-] | 2% | -6% | -14%
CC1CC(C)CN(CC(C)(C)NS(=O)(=O)c2ccccc2)C1 (configuration not stated) | -1% | 5%[2.35 µM] | -16%
Cn1c(=O)c2c(ncn2CC(=O)N/N=C/C=C/c2ccco2)n(C)c1=O | 9% | 2% | 4%
Cc1ccc(-n2ncc(C(=O)N3CCc4ccccc4C3)c2NC(=O)c2ccco2)cc1C | -7% | 6% | -11%
Cc1ccc2c(c1)N(C(=O)CCC(=O)NC1CCN(Cc3ccccc3)CC1)CC(C)O2 (configuration not stated) | 22% | -7% | 21µM*
O=C(Cc1ccccc1)NCC(=O)Nc1cc(Cl)ccc1Cl | 8% | -16% | ?
Cc1[nH]c(C)c(S(=O)(=O)Nc2cccc(Cl)c2C)c1C(=O)N1CCCC1 | -5% | -8% | -27%
O=C(CN1CCN(c2ccc(Cl)cc2)CC1)Nc1ccc(F)cc1 | -3% | -27% | -25%
CCOC(=O)c1ccc(NC(=S)NC2CC(C)(C)NC(C)(C)C2)cc1 | 12% | -21% | ?

Rewritten with each value named: 4 of the compounds above.
molecule: O=C1C2CCCN2C(c2ccccc2)N1c1cccc(Cl)c1 (configuration not stated)
  FEN1 inh: -5%; N370S GC mod: 0%; TDP1 cell CPT: 5%
molecule: Cc1cc(-c2ccc(C)c(S(=O)(=O)N(Cc3cccs3)C(C)C)c2)on1
  FEN1 inh: -10%; N370S GC mod: .; TDP1 cell CPT: ?
molecule: O=[N+]([O-])c1ccc(CC(Cl)c2ccccn2)cc1 (configuration not stated)
  FEN1 inh: 14%; N370S GC mod: .; TDP1 cell CPT: -8%
molecule: COC(=O)c1ccc(COc2ccc3ccc(=O)oc3c2)o1
  FEN1 inh: -4%; N370S GC mod: -16%; TDP1 cell CPT: -2%

(next part)
Molecule | FEN1 inh | N370S GC mod | TDP1 cell CPT
COc1ccc(OCC(=O)Nc2ccc(N3CCN(C(=O)c4ccccc4C)CC3)cc2)cc1 | 4% | -3% | 26µM*
CCc1cccc(C)c1N(C(=O)Cn1c(=O)[nH]c2ccccc21)C(C)COC (configuration not stated) | -7% | . | ?
CCc1c(C)nc(SCC(=O)N2CCN(c3ccccc3OC)CC2)[nH]c1=O | -2%&2% | -8% | -4%&-13%
CCCCN(CC)CCCNC(=O)Cn1nc(Cc2cccnc2)c2ccccc2c1=O | 0% | -1% | 16%
O=C(CN1CCN(CCOCCO)CC1)N1c2ccccc2Sc2ccc(Cl)cc21 | -8% | 8% | -26%
CC(C)CC(=O)n1nc(-c2ccco2)nc1NCc1ccc(Cl)cc1 | -10% | . | ?
CCCC1=Nc2cc(C(=O)NC(C)c3ccccc3)ccc2Sc2ccc(C)cc21 (configuration not stated) | ? | . | ?
CCOc1cc(C(=O)Nc2cc(=O)n(C)c(=O)n2C)cc(OCC)c1OCC | -2% | -9% | -14%
CN(C)c1ccc(-c2ccc(C3C4C=CCCC4(C)C(=O)N3Cc3ccccc3)c(F)c2)cc1 (configuration not stated) | 3% | -1% | .
CCN(CC)CCOCCn1c(C)ccc1C | -2% | . | ?
